NPY-Y1 antag – NPY-Y1 receptor antagonists, primary screen, cell-based; 1% of 200,000 active; HEK293-CNG Y1 cells, membrane potential fluorescence; NPY at EC95, then isoproterenol; AID 1040, 2008; inhibition, % at 3.6 µM;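 active = inhibition above the campaign mean inhibition of all tested compounds plus 3 SD, cut at about 20% in these data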;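 note: 0% = DMSO wells given NPY plus isoproterenol and 100% = isoproterenol alone without NPY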
Target sequence (P25929 whole entry, looked up): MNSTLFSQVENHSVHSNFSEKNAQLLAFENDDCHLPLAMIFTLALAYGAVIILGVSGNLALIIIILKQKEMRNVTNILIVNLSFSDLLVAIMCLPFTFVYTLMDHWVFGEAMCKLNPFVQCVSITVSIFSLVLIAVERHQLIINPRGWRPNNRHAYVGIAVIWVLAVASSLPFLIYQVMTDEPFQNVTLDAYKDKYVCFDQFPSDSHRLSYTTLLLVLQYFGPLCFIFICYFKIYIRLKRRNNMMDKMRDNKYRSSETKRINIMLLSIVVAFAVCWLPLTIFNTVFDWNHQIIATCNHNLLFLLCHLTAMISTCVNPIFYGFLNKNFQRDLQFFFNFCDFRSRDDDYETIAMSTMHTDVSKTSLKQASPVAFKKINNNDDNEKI
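System: HEK293 cells with Y1 receptor plus CNG channel / Probe or stimulus: NPY 25 nM then isoproterenol 1 µM plus Ro 20-1724 25 µM / Compound: one concentration, 3.6 µM, in 0.4% DMSO / Schedule: compound incubation 1 h at room temperature, readout 45 min post-stimulation / Measured by: membrane potential fluorescence / Read-out: % inhibition of NPY effect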
Runt-SMMHC FRET – inhibitors of RUNX1 Runt–CBFb-SMMHC binding, primary screen, biochemical, FRET, Cerulean-Runt, Venus-CBFb-SMMHC, uHTS; Cerulean-Runt/Venus-CBFb-SMMHC FRET ratio 530/480, 1 h; inhibition, % at 20 µM; 0.74% of 220,000 active;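 active = mean inhibition across duplicate retests at 20 µM reaching about 50%, limit read from the data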;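 note: 0% = DMSO wells and 100% = wells with excess untagged CBFb-SMMHC; inhibitors lower the FRET ratio by blocking Runt binding to CBFb-SMMHC; some results filed as inactive read as strong as hits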
Hck-Nef inh – inhibitors of Nef-activated human Hck kinase, primary screen, biochemical, Z-Lyte FRET, 384-well, Hck-YEEI; Tyrosine-protein kinase HCK (Homo sapiens), P08631; Recombinant Hck-YEEI plus Nef, Z-Lyte FRET kinase assay; inhibition, % at 20 µM; 0.68% of 220,000 active; AID 463187, 2010;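 active = Hck-Nef kinase inhibition above about 50%, limit read from the data; inactive = inhibition below that limit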;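 note: 0% = DMSO with Hck plus Nef and 100% = Hck alone without Nef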
NPY2 pot ag – NPY-Y2 potentiators or agonists, primary screen, cell-based; cells expressing NPY-Y2, potentiator/agonist read-out; activation, % at 3.6 µM; Neuropeptide Y receptor type 2 (Homo sapiens), P49146; 0.45% of 220,000 active; in the data active = activation above about 27%;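 note: cells stimulated with NPY near EC25 plus isoproterenol at EC100; 0% = vehicle plus submaximal agonist and 100% = vehicle plus saturating agonist; some results beyond the cut were filed as inactive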
p97 inhibitor – inhibitors of human p97 ATPase, primary screen, biochemical | Transitional endoplasmic reticulum ATPase (Homo sapiens), P55072 | recombinant p97 ATPase, Kinase-Glo ATP luminescence, 3 h | inhibition, % at 8 µM | 0.42% of 220,000 active | AID 1481, 2009; in the data active = inhibition above about 15%;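 note: 0% = DMSO vehicle and 100% = wells lacking enzyme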
Mdm2 ligase inh – MDM2-luciferase reporter signal enhancers, primary screen, MDM2 E3 ligase inhibitor project, cell-based, luminescence, 1536-well. cell-based MDM2 ubiquitination luciferase reporter, 2 h; 0 = plate control, 100 = twice control, blank-subtracted. 0.11% of 210,000 active. signal enhancement, % at 5 µM;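 active = signal enhancement of 30% or more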;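 note: luminescence tracks abundance of the self-degrading MDM2-luciferase fusion protein; higher signal means inhibition of MDM2 E3 ligase activity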
Target sequence (Q00987 whole entry, looked up, the tested form may be a part): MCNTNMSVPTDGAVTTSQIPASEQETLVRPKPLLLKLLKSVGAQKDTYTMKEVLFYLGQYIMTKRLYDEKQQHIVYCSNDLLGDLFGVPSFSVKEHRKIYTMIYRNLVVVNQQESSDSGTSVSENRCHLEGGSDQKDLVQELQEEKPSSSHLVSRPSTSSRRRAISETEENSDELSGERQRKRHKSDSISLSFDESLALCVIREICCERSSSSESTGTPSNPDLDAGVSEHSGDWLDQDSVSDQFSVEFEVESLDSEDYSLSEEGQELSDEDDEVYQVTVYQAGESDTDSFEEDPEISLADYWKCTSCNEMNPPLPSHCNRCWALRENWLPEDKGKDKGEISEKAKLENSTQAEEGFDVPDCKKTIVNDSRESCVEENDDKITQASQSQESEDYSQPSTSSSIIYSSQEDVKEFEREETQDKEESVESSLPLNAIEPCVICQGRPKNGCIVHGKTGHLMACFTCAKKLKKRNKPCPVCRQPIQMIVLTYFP
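Timing – 2 h compound exposure at 37 °C · Assay system – mammalian cells stably expressing self-ubiquitinating, self-degrading MDM2 E3–luciferase fusion · Amount – 2000 cells seeded into each well · Measure – % luminescence enhancement versus blank-corrected plate control mean · Measured by – SteadyLite luminescence, 15 min reagent step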
Runt-CBFb FRET – inhibitors of RUNX1 Runt–CBFb binding, primary screen, biochemical, FRET, Cerulean-Runt, Venus-CBFb, uHTS | Runt-related transcription factor 1 (Homo sapiens) + Core-binding factor subunit beta … | Cerulean-Runt/Venus-CBFb FRET ratio 530/480, 1 h | inhibition, % at 20 µM | 0.46% of 220,000 active | AID 1496, 2009;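 active = inhibition over about 50% at 20 µM in the single-dose screen, limit read from the data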;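 note: 0% = DMSO wells and 100% = excess unlabeled CBFb competitor control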
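Assay system: Cerulean-Runt domain / Medium: Tris 50 mM pH 7.5, KCl, K2SO4, 0.01% BSA / Timing: protein complex preformed 1 h, compound exposure 1 h, room temperature, dark / Measured by: FRET, excitation 422 nm, emission at 530 and 480 nm / Evaluation: loss of energy transfer signal / Control set: 5 µM unlabeled CBFb as full-inhibition high control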
RBBP9 inhibitor – human RBBP9 inhibitors, primary screen, biochemical, fluorescence polarization, FP-Rh probe, HTS | recombinant RBBP9 | 0.2% of 220,000 active | AID 1515, 2009 | inhibition, % at 7.94 µM;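 active = inhibition above the campaign mean of all tested compounds plus 3 SD, cut at about 14% in these data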;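 note: plate controls were DMSO wells with RBBP9 for no effect and wells lacking RBBP9 protein for full effect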
Target sequence (O75884 whole entry, looked up): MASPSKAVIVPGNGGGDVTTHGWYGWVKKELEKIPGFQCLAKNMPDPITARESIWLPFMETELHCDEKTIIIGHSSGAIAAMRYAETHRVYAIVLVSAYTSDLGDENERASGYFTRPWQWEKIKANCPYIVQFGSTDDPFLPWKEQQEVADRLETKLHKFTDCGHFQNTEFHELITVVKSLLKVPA
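Assay system: recombinant human RBBP9; Reagent: Serine-hydrolase probe FP-Rh, 375 nM pre-mixing; Doses: 7.94 µM single dose, 0.794% DMSO; Incubation: 30 min then 45 min, 25 °C; Detection: fluorescence polarization (mP), excitation 525 nm, emission 598 nm; Evaluation: percent inhibition from mP, scaled between DMSO and no-protein wells.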
NPY1 pot ag – NPY-Y1 receptor potentiators or agonists, primary screen, cell-based | Neuropeptide Y receptor type 1 (Homo sapiens), P25929 | NPY-Y1 expressing cells, potentiator/agonist activation | activation, % at 3.6 µM | 0.37% of 220,000 active | AID 1304, 2008; in the data active = activation above about 33%, passing the limit was not always enough;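 note: cells stimulated with NPY at EC10 then isoproterenol at EC100; 0% = low agonist plus stimulus and 100% = saturating agonist plus stimulus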
The depositor's hits bear a star; nt = no result given.

SMILES	NPY-Y1 antag	Runt-SMMHC FRET	Hck-Nef inh	NPY2 pot ag	p97 inhibitor	Mdm2 ligase inh	Runt-CBFb FRET	RBBP9 inhibitor	NPY1 pot ag
O=C(C1=C(O)C(=O)N(c2ncccn2)C1c1cccs1)c1ccco1 (stereo unspecified)	0.1	-279.6	-0.1	-0.9	-3.1	4.8	-31.7	-8.4	0.8
CC(=O)N1CCc2c(sc(NC(=O)c3ccc(S(=O)(=O)N(C)C)cc3)c2C#N)C1	-1.8	nt	14.7	11.0	0.8	nt	nt	-5.3	8.8
CCO[C@@H]1OC(C(=O)Nc2ccccc2)=C[C@H](c2coc3ccccc3c2=O)[C@H]1CCCO	7.9	-0.4	-5.0	-39.0	-1.2	nt	-0.1	-8.2	-8.6
NS(=O)(=O)c1ccc(NC(=S)N2CCN(S(=O)(=O)c3ccc(F)cc3)CC2)cc1	4.0	0.9	-0.2	-0.5	3.1	4.8	2.6	-4.7	-9.8
O=C(CC(Nc1ccccc1Cl)C(=O)OCC(=O)c1cccs1)c1ccccc1 (stereo unspecified)	-3.4	4.8	-1.2	0.5	2.6	-22.6	11.7	-1.6	-1.2
CCOC(=O)C(CC)Sc1ccc2nnc(-c3cccnc3)n2n1 (stereo unspecified)	7.9	0.1	20.8	7.5	6.6	-2.8	0.2	-5.7	1.6
COc1ccc(C2CC(c3ccccc3)=NN2C(=O)COC(=O)c2cnc(Cl)c(Cl)c2)cc1 (stereo unspecified)	2.0	2.5	1.2	-16.6	0.4	-1.0	2.1	2.0	1.8
CC(C)CC(C(=O)NCc1ccccn1)N1C(=O)c2ccccc2C1=O (stereo unspecified)	-1.8	-0.1	0.5	-7.7	-0.5	-16.6	0.9	-3.6	-13.4
COC(=O)CCc1c(C)c(C(=O)c2ccco2)c2ccccn12	4.5	-25.3	-3.2	9.6	6.1	1.5	1.0	-5.7	-3.0
Cn1c(SCc2nnc(-c3ccccc3)o2)nc2ccccc21	0.1	-0.1	25.3	-3.9	7.8	-6.8	-0.7	-11.0	-1.9
Cc1cc(SC#N)cc(C)c1NC(=O)CCl	-1.1	15.6	1.4	-0.9	3.2	-13.6	31.2	-5.0	-21.9
COc1ccc(S(=O)(=O)N2CCC(N3CCN(Cc4ccccc4)CC3)CC2)cc1	-3.7	-3.9	-8.9	0.3	1.4	-10.5	-0.1	-1.2	-3.7
COc1cccc(NC(=O)CSc2nc3c(c(=O)n2C)SC(C)C3)c1 (stereo unspecified)	2.4	-3.9	-3.6	-1.4	6.5	-19.9	-0.2	-6.6	-3.2
CC1CCCCN1C(=O)CSc1nnc(Cc2ccccc2)n1C (stereo unspecified)	1.3	-1.0	5.8	4.9	0.6	0.0	-1.4	3.5	1.0
CCn1cc(C(=O)N2CCCC2)c(=O)c2cc(S(=O)(=O)N(C)C)ccc21	3.1	0.6	-0.7	11.6	-9.2	-3.5	0.9	-8.6	-14.8

Sorted by the number under NPY-Y1 antag (lowest first): four of the compounds above.
structure	NPY-Y1 antag
Cc1cc(SC#N)cc(C)c1NC(=O)CCl	-1.1
Cn1c(SCc2nnc(-c3ccccc3)o2)nc2ccccc21	0.1
COC(=O)CCc1c(C)c(C(=O)c2ccco2)c2ccccn12	4.5
CCO[C@@H]1OC(C(=O)Nc2ccccc2)=C[C@H](c2coc3ccccc3c2=O)[C@H]1CCCO	7.9

Carrying on.
SMILES	NPY-Y1 antag	Runt-SMMHC FRET	Hck-Nef inh	NPY2 pot ag	p97 inhibitor	Mdm2 ligase inh	Runt-CBFb FRET	RBBP9 inhibitor	NPY1 pot ag
O=c1c(-c2ccc(O)cc2)coc2cc(O)cc(O)c12	nt	-2.3	51.6*	nt	nt	-30.1	15.2	nt	nt
CC[n+]1c(/C=C2/C=C(C)CC(C)(C)C2)sc2ccc(OC)cc21	4.1	-1.1	-0.4	22.4	3.5	-14.1	13.6	-8.0	4.1
CCN(CC)S(=O)(=O)c1ccc(NC(=O)CN(c2ccc(OC)cc2OC)S(C)(=O)=O)cc1	3.0	0.9	-17.1	17.5	0.6	-13.2	-4.8	-5.2	-0.3
Cc1ccc2[nH]c(=O)c(COC(=O)C3CCCO3)cc2c1 (stereo unspecified)	-1.6	-1.9	2.4	-7.4	1.1	-0.5	0.6	0.3	1.3
COc1ccc(Nc2nc(Cl)nc(NCc3ccco3)n2)cc1	4.7	2.0	0.0	-2.4	-0.7	-6.4	-1.7	-2.7	-8.7
CCCOC1CCCN(Cc2nc(-c3ccc(C(=O)OC)cc3)no2)C1 (stereo unspecified)	nt	-1.5	13.2	-28.7	-6.1	-79.0	0.9	1.3	-18.2
COc1ccc(C(CC(=O)O)NC(=O)COc2ccccc2)cc1OC (stereo unspecified)	5.2	-66.4	-1.5	-2.0	0.2	-7.7	0.1	-2.2	3.4
CCC(=O)/C=C1\Sc2ccc(OC)cc2N1CCO	1.1	-1.1	0.4	-5.5	-7.3	-5.3	0.5	-12.0	-8.0
O=C(O)c1ccc(N=Cc2c(O)ccc3oc4c(c23)CCCC4)cc1	nt	-18.4	-60.2	21.9	0.1	-10.8	-9.4	-6.4	19.2
CCOC(=O)Nc1ccc(C)cc1NC(=O)OCC	-3.1	-0.7	0.4	1.5	3.2	-16.8	nt	-6.1	11.4
CCOC(=O)c1c(C)oc2ccc(OCC(=O)N(CC)CC)cc12	3.8	1.5	0.6	-13.4	-6.1	1.4	-1.7	0.1	-2.7
CS(=O)(=O)N(Cc1ccc(Cl)cc1)c1ccc(C(=O)NCCC2=CCCCC2)cc1	2.6	1.1	-1.1	11.9	-5.6	17.9	-4.3	-8.1	-19.0
COc1cccc(C(=O)Oc2cc3c4c(c2)C(C)=CC(C)(C)N4C(=O)C3=O)c1	15.6	1.0	0.7	-31.1	-5.7	-14.6	-2.1	0.9	-77.4
CCC1CCCN1Cn1cnc2c([nH]c3ccccc32)c1=O (stereo unspecified)	0.2	-5.4	0.9	20.0	8.9	-16.8	-2.5	-5.5	4.8
Cc1noc(C)c1CCC(=O)N1CCCC(CCC(=O)NCc2ccccc2F)C1 (stereo unspecified)	5.8	-0.3	16.6	-12.8	-2.7	-6.6	0.6	-4.7	-3.5

Already shown: 2 of the compounds above.
SMILES	NPY-Y1 antag	Runt-SMMHC FRET	Hck-Nef inh	NPY2 pot ag	p97 inhibitor	Mdm2 ligase inh	Runt-CBFb FRET	RBBP9 inhibitor	NPY1 pot ag
CS(=O)(=O)N(Cc1ccc(Cl)cc1)c1ccc(C(=O)NCCC2=CCCCC2)cc1	2.6	1.1	-1.1	11.9	-5.6	17.9	-4.3	-8.1	-19.0
COc1cccc(C(=O)Oc2cc3c4c(c2)C(C)=CC(C)(C)N4C(=O)C3=O)c1	15.6	1.0	0.7	-31.1	-5.7	-14.6	-2.1	0.9	-77.4

Next section
SMILES	NPY-Y1 antag	Runt-SMMHC FRET	Hck-Nef inh	NPY2 pot ag	p97 inhibitor	Mdm2 ligase inh	Runt-CBFb FRET	RBBP9 inhibitor	NPY1 pot ag
O=C(CCn1c(=O)oc2ccccc21)NCc1cccs1	-1.5	0.7	-6.2	5.9	-0.3	1.6	-2.0	-5.0	10.8
C/C(=N\N=C(c1ccccc1)c1ccccc1)c1cccs1	3.5	0.9	-0.8	1.2	0.1	-14.1	-2.4	-2.4	-30.8
O=C(N/N=C/c1ccccn1)c1ccc(NC(=O)c2cccc([N+](=O)[O-])c2)cc1	10.6	-5.1	19.2	5.3	4.8	23.7	2.2	-6.7	13.2
c1ccc(-c2nnc(CSc3nnc(-c4ccncc4)n3Cc3ccco3)o2)cc1	4.5	9.5	0.2	-0.4	-0.6	-8.0	16.8	-6.9	-11.1
CCOC(=O)C1CCCN(C(=O)c2cc3ccccc3oc2=O)C1 (stereo unspecified)	3.0	-2.0	-9.4	10.9	1.6	1.9	0.4	-3.5	3.0
O=C(Nc1ccc(Cc2ccncc2)cc1)c1cc(F)c(F)cc1Cl	0.6	1.0	21.9	-2.8	1.0	-23.4	-1.2	-4.8	0.3
COc1ccccc1OCC(=O)Nc1cccc(-c2nnc(-c3ccco3)o2)c1	5.9	-1.0	-4.4	-20.2	-4.4	5.3	-1.5	-12.8	-31.2
CC1(C)C(=O)OC(c2cccn2-c2ccc([N+](=O)[O-])cc2)C(C)(C)C1=O (stereo unspecified)	0.8	2.2	-0.1	6.2	-0.3	-6.2	-0.2	-5.7	-9.0
CCn1c(=O)ccc2cc([N+](=O)[O-])ccc21	-3.8	2.5	22.9	12.9	4.3	-3.8	-0.7	-2.7	18.6
COc1ccc(-c2csc3ncn(-c4ccc(C)cc4)c(=O)c23)cc1OC	2.0	-1.1	19.0	-9.6	2.4	-11.9	-3.0	0.1	0.5
CCC(=O)N1CCN(c2nc(-c3ccccc3)c3c(c2C#N)CCCC3)CC1	6.2	-8.0	2.2	-16.0	-5.5	-12.5	-6.7	-2.7	1.6
COc1ccc(CCNC(=O)c2ccc(N3CCCC3=O)cc2)cc1OC	-1.3	-1.3	0.3	0.7	1.3	-6.5	-0.1	-0.7	12.9
O=C(Cc1ccc(-n2c(=O)c3ccccc3n(Cc3ccc(F)cc3)c2=O)cc1)NCC1CCCO1 (stereo unspecified)	2.1	-2.9	-3.7	-4.4	-5.0	-2.9	-0.7	1.6	-18.2
O=C(Nc1nc(-c2ccc(Cl)s2)cs1)c1ccco1	-4.7	-0.3	29.3	-15.0	2.9	6.8	2.1	-0.6	-21.3
C=CCN1CCN(c2ccncc2S(=O)(=O)N2CCOCC2)CC1	6.9	-7.1	25.1	6.7	3.9	-12.9	2.7	-4.4	12.5
Cc1ccc(C)c(N2CCN(C(=O)c3cc4ccccn4n3)CC2)c1	-1.8	-1.6	3.6	-7.0	-10.3	-17.7	-2.6	-5.8	-26.4
O=C1CN(C(=O)c2cccc(S(=O)(=O)N3CCCC3)c2)c2ccccc2N1	nt	1.7	29.9	-2.2	5.2	nt	-0.8	4.8	17.5

Compound activity as filed in PubChem BioAssay.
